Bcl-W Bim block: disrupts Bim peptide binding to human Bcl-W. Q92843. bead-based flow cytometry. inhibition, % at 10 µM. hit rate 0.02% among 190,000. AID 952;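 note: 0% = bound tracer without compound and 100% = peptide blocker; higher means less fluorescent Bim peptide bound to Bcl-W beads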
ABCG2 inh: human ABCG2 inhibition, ABCB1 as counter-screen; Q9UNQ0; IgMXP3 cells, JC-1 efflux, flow cytometry; hit rate 0.1% among 190,000; AID 1325; inhibition, % at 6.6 µM;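 active = inhibition above 80%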;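 note: 0% = DMSO and 100% = nicardipine control wells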
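Measure – % inhibition of efflux relative to nicardipine and DMSO · Test system – ABCG2 IgMXP3 and barcoded ABCB1 CCRF-Adr cell mix · Control set – nicardipine as high control, DMSO as low control · Compound – one concentration, 6.6 µM final · Signal – flow cytometry of retained JC-1 fluorescence · Timing – 10 min exposure at 25 °C with rotation, no wash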
RGS7-Gao reg: modulates binding of RGS7 to human Galphao | P09471 | Multiplexed bead flow cytometry; actives lie on both sides | binding response (% of control), % at 10 µM | hit rate 0.35% among 220,000; in the data active = binding response below about 49% or above about 150%; inconclusive = no clear call, values can overlap the other calls; inactive = in between;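 note: fluorescent Galphao held in activated GDP-AlF4 state binding bead-coupled RGS7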
Target sequence (P09471 whole entry, looked up): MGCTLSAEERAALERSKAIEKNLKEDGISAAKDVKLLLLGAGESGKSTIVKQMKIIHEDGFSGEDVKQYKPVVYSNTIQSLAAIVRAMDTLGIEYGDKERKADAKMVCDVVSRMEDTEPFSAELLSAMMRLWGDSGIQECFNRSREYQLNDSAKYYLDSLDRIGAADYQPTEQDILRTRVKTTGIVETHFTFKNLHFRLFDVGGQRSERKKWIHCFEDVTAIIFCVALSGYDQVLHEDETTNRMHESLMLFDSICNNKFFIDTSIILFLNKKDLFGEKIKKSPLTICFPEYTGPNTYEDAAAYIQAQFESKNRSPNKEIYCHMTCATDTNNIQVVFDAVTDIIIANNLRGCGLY
Bim-Bcl-B: human Bim-Bcl-B interaction inhibition; hit rate 0.073% among 190,000; inhibition, % at 10 µM; bead-based flow cytometry, Bim peptide-Bcl-B binding; Q9HD36;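 note: 0% = tracer peptide without compound and 100% = reference inhibitor peptide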
Target sequence (Q9HD36 whole entry, looked up): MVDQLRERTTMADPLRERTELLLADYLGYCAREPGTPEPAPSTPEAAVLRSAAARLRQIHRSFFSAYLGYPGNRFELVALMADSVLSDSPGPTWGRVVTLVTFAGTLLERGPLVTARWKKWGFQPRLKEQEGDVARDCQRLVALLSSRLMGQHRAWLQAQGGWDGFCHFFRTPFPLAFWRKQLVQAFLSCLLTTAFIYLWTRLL
ABCB1 inh: human ABCB1 inhibition, ABCG2 as counter-screen; P08183; hit rate 0.067% among 190,000; inhibition, % at 6.6 µM; CCRF-Adr cells, JC-1 efflux, flow cytometry; in the data active = inhibition above about 40%;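 note: 0% = vehicle and 100% = reference inhibitor; higher value means more JC-1 retained so stronger ABCB1 efflux block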
Avidin fluor: compound fluoresces at 488/530 nm on avidin beads | compound fluorescence 488/530 nm, flow cytometry; stronger effect = higher value | fluorescence (KMESF) at 10 µM | hit rate 0.38% among 220,000 | AID 1775; in the data active = fluorescence above about 47; note: inactives centre near 10
RGS4-Gao reg: modulates binding of RGS4 to human Galphao; Multiplexed bead flow cytometry; actives lie on both sides; P09471; binding response (% of control), % at 10 µM; hit rate 0.33% among 220,000; AID 1415; in the data active = binding response below about 49% or above about 150%; inactive = in between;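 note: fluorescent Galphao activated with aluminum fluoride binding bead-coupled RGS4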
GSH fluor: compound fluoresces at 488/530 nm on GSH beads | GSH beads flow cytometry, compound fluorescence 488/530 nm; stronger effect = higher value | fluorescence (KMESF) at 10 µM | hit rate 0.25% among 190,000; in the data active = fluorescence above about 89;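 note: glutathione beads carrying GST-tagged Bcl family fusion proteins plus one bare bead set; values are compound well signal with DMSO vehicle wells as background; inactives centre near 16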
Bcl-XL Bim block: human Bim-Bcl-XL interaction inhibition. hit rate 0.04% among 190,000. inhibition, % at 10 µM. Bim peptide-Bcl-XL binding, bead flow cytometry, fluorescence
Target sequence (Q07817 whole entry, looked up): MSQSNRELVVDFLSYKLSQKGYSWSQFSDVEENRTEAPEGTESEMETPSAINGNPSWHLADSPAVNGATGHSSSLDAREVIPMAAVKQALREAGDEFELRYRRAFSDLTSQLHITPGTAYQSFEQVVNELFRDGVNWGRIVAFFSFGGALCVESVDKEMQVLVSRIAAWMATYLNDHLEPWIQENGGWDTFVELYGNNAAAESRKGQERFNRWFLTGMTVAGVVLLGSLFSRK
Bim-Bfl-1: human Bim-Bfl-1 interaction inhibition | Bead-based flow cytometry, Bim-Bfl-1 binding inhibition | Q16548 | inhibition, % at 10 µM | AID 1008 | hit rate 0.12% among 190,000;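 note: 0% = wells without compound plus tracer and 100% = blocker peptide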
Bcl-2 Bim block: inhibitors of Bim-Bcl-2 interaction, human; Bead-based flow cytometry, Bim peptide-Bcl-2 binding; AID 950; P10415; hit rate 0.06% among 190,000; inhibition, % at 10 µM; in the data active = inhibition above about 40%; inconclusive = no clear call, values can overlap the other calls;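 note: 0% = no compound wells with probe peptide and 100% = reference peptide inhibitor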
Target sequence (P10415 whole entry, looked up): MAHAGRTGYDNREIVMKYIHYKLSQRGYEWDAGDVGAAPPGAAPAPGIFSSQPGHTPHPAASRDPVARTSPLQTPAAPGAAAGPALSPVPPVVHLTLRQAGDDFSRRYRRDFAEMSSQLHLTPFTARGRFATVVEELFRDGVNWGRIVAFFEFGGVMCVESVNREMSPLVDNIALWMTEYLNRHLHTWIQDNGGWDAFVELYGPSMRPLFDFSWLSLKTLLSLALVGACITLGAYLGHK
The depositor's hits bear a star; ? = inconclusive. Cut-off read from the data, not from the text of the source, unless noted: active = inhibition above about 40%.

SMILES	Bcl-W Bim block	ABCG2 inh	RGS7-Gao reg	Bim-Bcl-B	ABCB1 inh	Avidin fluor	RGS4-Gao reg	GSH fluor	Bcl-XL Bim block	Bim-Bfl-1	Bcl-2 Bim block
CCOC(=O)C1=C(C)N=C2c3ccccc3C(=O)C2C1c1ccc(C)cc1 (stereo unspecified)	-2.0	0.7	106.5	-4.0	-0.4	13	116.6	13	-1.0	0.0	-1.0
CN1CC2(C)CN(C(c3ccccc3)c3ccccc3)CC(C)(C1)C2O (stereo unspecified)	0.0	0.5	98.7	-1.0	0.1	6	97.3	7	-5.0	0.0	-3.0
Cc1ccc(-n2ncc3c(SCc4cccc(C)c4)ncnc32)cc1	-8.0	-0.7	96.4	-16.0	-0.1	13	100.6	18	-9.0	-17.0	-3.0
COc1ccc(-c2[nH]ncc2CN(C)C(C)c2ccon2)c(OC)c1 (stereo unspecified)	-5.0	0.3	93.8	0.0	0.4	6	97.1	14	-1.0	-2.0	3.0
O=C1c2ccccc2-c2nc3ncnn3c(-c3ccccc3Cl)c21	-2.0	3.5	100.5	-11.0	0.8	7	101.4	22	-5.0	-12.0	-6.0
COc1ccc(/C=N/NC(=O)CN(C)S(=O)(=O)c2ccc(NC(C)=O)cc2)cc1	0.0	0.8	97.5	-2.0	0.0	12	98.8	18	0.0	-3.0	0.0
CC(C)(C)NCc1cc(Cl)ccc1OCc1cccs1	-5.0	-0.5	97.4	-6.0	0.0	19	99.3	15	-8.0	-9.0	-4.0
N#CCc1ccc(NS(=O)(=O)c2ccc(N3CCCC3=O)cc2)cc1	3.0	0.8	100.4	-5.0	0.1	8	100.9	25	0.0	-7.0	-2.0
CCOC(=O)c1[nH]c(C)c(C(=O)Nc2cc(Cl)ccc2C)c1C	-6.0	7.0	94.1	-2.0	0.7	16	86.5	25	-2.0	0.0	1.0
COc1cc(C(=O)NCC2CCCO2)ccc1OCc1c(C)noc1C (stereo unspecified)	-1.0	6.9	93.2	1.0	1.0	1	94.4	28	-5.0	1.0	2.0
CN(CCc1ccccn1)S(=O)(=O)c1ccc(F)cc1	-7.0	18.8	101.2	-10.0	1.2	12	101.2	28	-14.0	-23.0	-15.0
CC(=O)Nc1ccc2c(c1)OCO2	-1.0	0.9	103.0	-6.0	0.3	24	106.0	12	-2.0	-9.0	-2.0
CCN(CCO)Cc1csc2ccc(C(C)(C)C)cc12	-4.0	5.4	102.0	-6.0	1.0	2	103.7	8	-8.0	-3.0	-5.0
CCOC(=O)c1ccc(OCc2nc(-c3cccs3)no2)cc1	1.0	51.5	104.0	-4.0	1.1	36	107.2	19	-4.0	-15.0	-11.0
CC(=O)N1C(C)c2ccccc2C(C)(C)CC12CCCCC2 (stereo unspecified)	3.0	11.4	106.9	4.0	1.9	10	106.8	10	5.0	7.0	3.0
C=CCN1C(=O)CSc2ccc(C(=O)N3CCC(C)CC3)cc21	0.0	0.8	97.1	-8.0	0.7	10	97.4	33	-3.0	-12.0	-8.0
CCCN(CC1CC1)C(=O)CCc1nnc(CCc2c[nH]c3ccccc23)o1	-2.0	-3.0	98.3	-2.0	0.1	0	94.5	13	-4.0	-3.0	-2.0
O=C(C1=C[C@@H](c2coc3ccccc3c2=O)C[C@@H](OCc2ccc(CO)cc2)O1)N1CCN(Cc2ccccc2)CC1	0.0	11.5	105.8	-1.0	1.7	6	101.9	17	0.0	-4.0	0.0
COc1ccccc1NC(=O)C(=O)N/N=C(\C)CC(=O)Nc1ccccn1	1.0	-2.4	97.5	0.0	-1.0	9	99.8	17	-4.0	-4.0	0.0
Cc1ccc(/C(N)=N/OC(=O)c2ccc3c(c2)OCO3)cc1	0.0	0.6	108.3	-3.0	-0.3	13	105.4	23	-1.0	0.0	0.0
Nc1ccccc1NC1=CC(=O)CC(c2ccco2)C1 (stereo unspecified)	3.0	0.5	95.7	5.0	0.0	8	99.2	18	0.0	2.0	2.0
CCOC(=O)C1CCN(c2c(NCCCN3CCN(Cc4ccccc4)CC3)c(=O)c2=O)CC1	-1.0	2.6	98.4	-8.0	0.8	9	99.1	12	-2.0	-14.0	-6.0
N#CC1=C(SCc2ccccc2)NC(=O)CC1c1cccc(O)c1 (stereo unspecified)	-2.0	0.7	105.2	-5.0	0.0	9	105.8	7	-3.0	0.0	-2.0
Cc1nn2c(Nc3ccccc3)c3c(nc2c1-c1ccccc1)CCC3	0.0	12.2	100.4	-4.0	1.0	13	102.3	12	-5.0	-8.0	-3.0
FC(F)(F)c1nnc2ccc(NCc3ccccc3)nn12	0.0	10.9	98.9	-5.0	0.4	9	99.2	14	-2.0	-8.0	-4.0
CC1CC2=C(C(=O)O1)C(c1ccccc1)Nc1ccccc1N2 (stereo unspecified)	0.0	-0.2	110.8	2.0	-0.2	5	112.2	9	1.0	-4.0	1.0
NS(=O)(=O)c1ccc(NC(=O)COC(=O)CCNC(=O)NC23CC4CC(CC(C4)C2)C3)cc1	-4.0	-0.7	99.4	-2.0	-0.2	2	96.0	26	-1.0	0.0	-6.0
Cc1ccsc1/C=N/NC(=O)C(=O)NCC(C)C	-4.0	1.7	97.4	-5.0	0.0	9	102.6	52	-5.0	-15.0	-9.0
COc1cc(/C=N/Nc2ccc(Cl)c(C(=O)O)c2)ccc1OC(=O)c1ccco1	0.0	0.0	107.0	0.0	-0.7	17	100.4	12	1.0	-3.0	-1.0
COc1ccc(-c2ccc(CO)o2)cc1N	3.0	1.0	102.8	2.0	0.3	12	97.7	21	-2.0	-2.0	1.0
S=C(NCCc1ccccc1)NC1CCCCCC1	2.0	7.1	100.5	-5.0	0.2	31	102.4	23	-2.0	-14.0	-5.0
Cc1ccc(C(=O)N/C(=C\c2cccc([N+](=O)[O-])c2)C(=O)OCN2C(=O)c3ccccc3C2=O)cc1	0.0	-2.4	89.7	3.0	-0.3	9	90.3	6	1.0	11.0	11.0
O=C(CCCN1C(=O)c2ccccc2C1=O)Nc1ccc(Br)cn1	0.0	1.5	103.6	-5.0	0.4	6	98.8	45	-5.0	-10.0	-7.0
CCCC(=O)C1CCN(Cc2ccccc2)CC1	-2.0	0.6	103.2	-12.0	-0.1	8	103.6	15	-1.0	0.0	-4.0
Nc1ccc2c(c1)OC1(CCCCC1)O2	5.0	0.3	87.5	-1.0	0.2	5	100.6	18	0.0	11.0	1.0
O=C(COC(=O)/C=C/c1ccco1)Nc1ccc(F)cc1Cl	-2.0	6.8	?	-6.0	-0.1	9	99.9	15	-3.0	-6.0	-4.0
C=CCn1c(-c2ccco2)n[nH]c1=S	1.0	-0.1	99.9	-13.0	-0.1	8	97.6	4	-2.0	-1.0	-1.0
COc1ccc(CN2CCC(CNC(=O)NC3CCCCC3)CC2)cc1	2.0	0.4	104.5	-3.0	0.1	6	102.3	37	7.0	-9.0	-5.0
Cn1nnc2c(N3CCCCC3)nccc21	1.0	4.2	99.4	0.0	0.7	35	99.9	21	-2.0	-2.0	0.0
Cc1ccc(S(=O)(=O)c2nc(S(C)(=O)=O)sc2N(C)C)cc1	0.0	1.2	98.7	-7.0	0.9	16	101.6	28	-5.0	-12.0	-10.0

Six entries out of the list above, sorted by the number in Bcl-2 Bim block, falling.
Structure | Bcl-2 Bim block
Cc1ccc(C(=O)N/C(=C\c2cccc([N+](=O)[O-])c2)C(=O)OCN2C(=O)c3ccccc3C2=O)cc1 | 11.0
Nc1ccc2c(c1)OC1(CCCCC1)O2 | 1.0
C=CCn1c(-c2ccco2)n[nH]c1=S | -1.0
CCCC(=O)C1CCN(Cc2ccccc2)CC1 | -4.0
S=C(NCCc1ccccc1)NC1CCCCCC1 | -5.0
O=C(CCCN1C(=O)c2ccccc2C1=O)Nc1ccc(Br)cn1 | -7.0

Remaining list, next part
SMILES	Bcl-W Bim block	ABCG2 inh	RGS7-Gao reg	Bim-Bcl-B	ABCB1 inh	Avidin fluor	RGS4-Gao reg	GSH fluor	Bcl-XL Bim block	Bim-Bfl-1	Bcl-2 Bim block
Cc1cc(C(F)(F)F)c(C#N)c(=O)[nH]1	0.0	10.4	95.7	0.0	1.9	3	97.2	17	0.0	0.0	2.0
CCSc1nnc(NC(=O)C2CCN(S(=O)(=O)c3cc(C(F)(F)F)ccc3Cl)CC2)s1	-1.0	2.9	87.2	-2.0	1.6	9	89.9	23	-1.0	0.0	3.0
CCn1c(-c2csc(-c3ccccc3)n2)n[nH]c1=S	1.0	-5.3	102.5	-11.0	-1.7	6	101.3	13	0.0	1.0	1.0
CCCC1CC(C)(/C(C)=N\NC(N)=S)OC1=O (stereo unspecified)	-1.0	-1.6	110.5	-6.0	-0.2	9	108.3	10	-3.0	-1.0	-3.0
COc1cc(S(=O)(=O)n2ccnc2)ccc1Br	-1.0	8.1	102.8	-5.0	1.0	9	102.1	19	-2.0	-4.0	-3.0
CC(C)c1nc(SCC(=O)N2CCCC2)c2ccccc2n1	1.0	0.9	98.6	2.0	0.8	7	96.5	19	0.0	1.0	3.0
Cc1ccc(C2C(C#N)C(C#N)N3CCCN23)cc1 (stereo unspecified)	0.0	-3.5	97.0	1.0	-6.3	13	94.3	29	0.0	-1.0	1.0
COc1cc2[nH]c(=S)nc(NC3CCCCCC3)c2cc1OC	17.0	27.5	95.7	15.0	1.1	10	103.3	4	26.0	5.0	6.0
CCN(CC)S(=O)(=O)c1ccc2c(c1)nc(SCn1nnc3ccccc3c1=O)n2CC	2.0	5.0	100.1	0.0	1.4	15	96.7	8	-1.0	2.0	3.0
COc1ccc(CCNC(=O)CN2CCC(n3nnc4cc(F)ccc43)CC2)cc1OC	-5.0	8.8	100.4	-8.0	0.9	33	100.6	25	-9.0	-2.0	-4.0
CN(N)C(=S)NCc1ccccc1	-2.0	0.4	91.1	-2.0	0.2	10	96.1	16	0.0	-5.0	-3.0
COC(=O)CCNC(=O)c1ccc2[nH]c(C)c(C)c2c1	1.0	7.2	104.7	-2.0	0.6	12	94.8	17	1.0	-4.0	-2.0
CCc1cccc(C)c1NC(=S)N(CCCN1CCOCC1)Cc1cccnc1	-4.0	-0.2	101.3	-5.0	0.4	11	104.1	12	-5.0	-4.0	-3.0
CCOC(=O)c1c(NC(=O)C2CCCN(S(=O)(=O)c3ccc(C)cc3)C2)sc2c1CCCC2 (stereo unspecified)	-4.0	3.8	102.3	-11.0	1.2	15	103.3	9	-8.0	-9.0	-11.0
CC(=O)CC(C)=NCCN=C(C)CC(C)=O	-2.0	1.4	107.7	0.0	0.1	21	99.6	16	-1.0	-3.0	-4.0
CCOC(=O)N1CCN(C(=O)COc2cccc3c2CCN(Cc2cccc(C)c2)C3=O)CC1	-6.0	25.1	105.8	-3.0	6.9	10	106.5	12	-4.0	-1.0	-5.0

Reprinted at random: 2 records from the list, in no set order.
SMILES	Bcl-W Bim block	ABCG2 inh	RGS7-Gao reg	Bim-Bcl-B	ABCB1 inh	Avidin fluor	RGS4-Gao reg	GSH fluor	Bcl-XL Bim block	Bim-Bfl-1	Bcl-2 Bim block
C=CCN1C(=O)CSc2ccc(C(=O)N3CCC(C)CC3)cc21	0.0	0.8	97.1	-8.0	0.7	10	97.4	33	-3.0	-12.0	-8.0
CN1CC2(C)CN(C(c3ccccc3)c3ccccc3)CC(C)(C1)C2O (stereo unspecified)	0.0	0.5	98.7	-1.0	0.1	6	97.3	7	-5.0	0.0	-3.0
